NCI-60 one-dose screen, 48 h, at 10 µM unless noted. Numbers give growth in % (100 = growth as untreated, 0 = no growth, -100 = all killed).
UACC-62: UACC-62 melanoma. 81,000 compounds, 5.4% hits. AID 1794756; active means growth percent below 10
* = called active by the depositor; & = joins results of further samples; ! = a repeat was not active; [ ] = dose if it differs, or a comment. Only part of the results is shown; count on the stated rates, not on these rows.

For C[C@]12CC[C@@H]3c4ccc(OS(N)(=O)=O)cc4CC[C@H]3[C@@H]1CCC2=O the results were UACC-62 9.3*![100 µM].
`C[C@]1(CO)[C@H]2CC[C@@]34C=C[C@@](CO)(CC[C@H]3[C@]2(C)CC[C@H]1O)C4` gave UACC-62 65&30[100 µM].
`CCc1cccc(C(C)C)c1NC(=O)C(=O)Nn1c(=S)[nH]c2ccccc2c1=O` gave UACC-62 72&93[100 µM].
CCCCC1C(=O)N(c2ccc(S(=O)(=O)Nc3ccccn3)cc2)N(c2ccc(O)c(C(=O)O)c2)C1=O (stereo not given) was read as UACC-62 96&105[100 µM].
For N#CSc1nc[nH]c1C(N)=O the results were UACC-62 20&45[100 µM].
`N#CC1(C#N)C2CCCCC23OC(=N)C1(C#N)C(c1ccco1)O3` (stereo not given) gave UACC-62 -51*[100 µM].
Nc1nc(NCCOCP(=O)(O)O)c(N)c(=O)[nH]1 was read as UACC-62 101&74[100 µM].
`CSc1nc[nH]c1C(N)=S` gave UACC-62 103&89[100 µM].
CCOC(=O)C(=O)C(/C(=N/N(C)C)C(=O)Nc1ccc(C)cc1C)c1nc2ccccc2[nH]c1=O (stereo not given) was read as UACC-62 70&104[100 µM].
For O=c1[nH]c(Nc2cccc(CC(F)(F)F)c2)nc2nc[nH]c12 the results were UACC-62 62&90[100 µM].
Screening NC(=O)c1ccccc1NC(=O)C(=O)C(c1cnc2ccc([N+](=O)[O-])cc2n1)[N+](=O)[O-] (stereo not given) returned UACC-62 22&47[100 µM].
For Cc1ccc(C(=O)Nc2ccc(S(=O)(=O)O)c3cc(S(=O)(=O)O)cc(S(=O)(=O)O)c23)cc1NC(=O)c1cccc(NC(=O)Nc2cccc(C(=O)Nc3cc(C(=O)Nc4ccc(S(=O)(=O)O)c5cc(S(=O)(=O)O)cc(S(=O)(=O)O)c45)ccc3C)c2)c1 (tested in a mixture with another compound) the results were UACC-62 37&110&39&102&12&90[50 µM].
Screening Cc1c2c(c(C)c3c[n+](C)ccc13)Oc1ccccc1O2 returned UACC-62 -100*[100 µM].
For N#Cc1c(SCc2ccccc2)nc(-c2ccccc2)[nH]c1=S the results were UACC-62 1.9*[100 µM].
COc1ccc(OC)c(N(CN2C(=O)CCC2C(=O)O)C(C)=O)c1 (stereo not given) was read as UACC-62 103&80[100 µM].

15 structures out of the list, sorted by molar mass, rising:
For N#CSc1nc[nH]c1C(N)=O the results were UACC-62 20&45[100 µM].
`CSc1nc[nH]c1C(N)=S` gave UACC-62 103&89[100 µM].
Screening Cc1c2c(c(C)c3c[n+](C)ccc13)Oc1ccccc1O2 returned UACC-62 -100*[100 µM].
Nc1nc(NCCOCP(=O)(O)O)c(N)c(=O)[nH]1 was read as UACC-62 101&74[100 µM].
For O=c1[nH]c(Nc2cccc(CC(F)(F)F)c2)nc2nc[nH]c12 the results were UACC-62 62&90[100 µM].
`C[C@]1(CO)[C@H]2CC[C@@]34C=C[C@@](CO)(CC[C@H]3[C@]2(C)CC[C@H]1O)C4` gave UACC-62 65&30[100 µM].
`N#CC1(C#N)C2CCCCC23OC(=N)C1(C#N)C(c1ccco1)O3` (stereo not given) gave UACC-62 -51*[100 µM].
For N#Cc1c(SCc2ccccc2)nc(-c2ccccc2)[nH]c1=S the results were UACC-62 1.9*[100 µM].
COc1ccc(OC)c(N(CN2C(=O)CCC2C(=O)O)C(C)=O)c1 (stereo not given) was read as UACC-62 103&80[100 µM].
For C[C@]12CC[C@@H]3c4ccc(OS(N)(=O)=O)cc4CC[C@H]3[C@@H]1CCC2=O the results were UACC-62 9.3*![100 µM].
`CCc1cccc(C(C)C)c1NC(=O)C(=O)Nn1c(=S)[nH]c2ccccc2c1=O` gave UACC-62 72&93[100 µM].
Screening NC(=O)c1ccccc1NC(=O)C(=O)C(c1cnc2ccc([N+](=O)[O-])cc2n1)[N+](=O)[O-] (stereo not given) returned UACC-62 22&47[100 µM].
CCOC(=O)C(=O)C(/C(=N/N(C)C)C(=O)Nc1ccc(C)cc1C)c1nc2ccccc2[nH]c1=O (stereo not given) was read as UACC-62 70&104[100 µM].
CCCCC1C(=O)N(c2ccc(S(=O)(=O)Nc3ccccn3)cc2)N(c2ccc(O)c(C(=O)O)c2)C1=O (stereo not given) was read as UACC-62 96&105[100 µM].
For Cc1ccc(C(=O)Nc2ccc(S(=O)(=O)O)c3cc(S(=O)(=O)O)cc(S(=O)(=O)O)c23)cc1NC(=O)c1cccc(NC(=O)Nc2cccc(C(=O)Nc3cc(C(=O)Nc4ccc(S(=O)(=O)O)c5cc(S(=O)(=O)O)cc(S(=O)(=O)O)c45)ccc3C)c2)c1 (tested in a mixture with another compound) the results were UACC-62 37&110&39&102&12&90[50 µM].

(further entries)
`CCOc1ccccc1NC(=O)C(=O)C(/C(=N/N)C(=O)OC)c1nc2ccc([N+](=O)[O-])cc2[nH]c1=O` (stereo not given) gave UACC-62 40&70[100 µM].
`CC(=O)N1CN2C(=O)CCC2c2cc(C)ccc21` (stereo not given) gave UACC-62 102&89[100 µM].
For C=C1C2CCC3(CCC4C5(C)CCCC4(C=[N+](CCO)C5)C3C2)C1O (stereo not given) the results were UACC-62 94&89[100 µM].
Screening O=C1C=CC(=O)N1n1c(-c2ccccc2)n[nH]c1=O returned UACC-62 95&89[100 µM].
For COC(=O)C(=O)C(C(=O)C(=O)Nc1ccccc1C(C)=O)c1nc2ccc(C(=O)c3ccccc3)cc2[nH]c1=O (stereo not given) the results were UACC-62 10&49[100 µM].
For CCO/C=N\C1=C(C#N)SC2=N/C(=C\c3ccco3)C(=O)N21 the results were UACC-62 63&54[100 µM].
`CCC1(CC)C(=O)N(C(=O)c2cc(OC)c(OC)c(OC)c2)N(C(=O)c2cc(OC)c(OC)c(OC)c2)C1=O` gave UACC-62 93&73[50 µM].
CC(=O)OC(C)c1cc2c(s1)C(=O)c1ccsc1C2=O (stereo not given) was read as UACC-62 -100*[100 µM].
Screening CC1C2(C)OC(=N)C(C#N)(C(c3ccco3)O2)C1(C#N)C#N (stereo not given) returned UACC-62 102[100 µM].
Screening N#Cc1ccccc1NC(=O)C(=O)c1c(O)c2ccccc2oc1=O returned UACC-62 65&70[100 µM].
`CCOC(=O)c1cnc2n(c1=N)[C@H]1CCCC[C@@H]1N2` gave UACC-62 88&87[100 µM].
`O=C(CCc1ccc(O)c(O)c1)c1ccc(O)c(O)c1O` gave UACC-62 -97*[100 µM].
O=C1NC(=S)NC1C(Cc1ccccc1)c1ccco1 (stereo not given) was read as UACC-62 58&37[100 µM].
Screening CC(C)O/N=C/c1cc(NC(=S)OC(C)C)ccc1Cl returned UACC-62 22&13[100 µM].
CC1C2(C)OC(=N)C(C#N)(C(C)O2)C1(C#N)C#N (stereo not given) was read as UACC-62 102[100 µM].
For O=C1c2ccccc2-c2c1c1ccccc1c(=O)n2Cc1ccccc1 the results were UACC-62 63&89[100 µM].
`O=C1C[C@@H](c2ccccc2)NCCCCN(O)CCCN1` gave UACC-62 89&83[100 µM].
N#Cc1nc(C2CCC2)oc1N was read as UACC-62 83&81[100 µM].
Screening COC(=O)C1CC23C4=C(CCC41)CCC1CN4CC(C)C(CC(OC(C)=O)C12COC(C)=O)C43O (stereo not given) returned UACC-62 86&82[100 µM].
Screening CSc1nc(Br)nc2ncn(C3CC(Oc4ccc(C)cc4)C(COc4ccc(C)cc4)O3)c12 (stereo not given) returned UACC-62 -65*![100 µM].
`COc1ccc2cc1Oc1ccc(cc1)CC1c3cc(OC)c(cc3CCN1C)Oc1c(OC)c(OC)cc3c1C(C2)N(C)CC3` (stereo not given) gave UACC-62 -88*[75 µM].
For COC(=O)c1cc(C#N)[nH]c1-c1ccsc1 the results were UACC-62 25&67[100 µM].
Screening CC(C)=CCc1cc(C2COc3cc4c(c(O)c3C2=O)C=CC(C)(C)O4)c(O)cc1O (stereo not given) returned UACC-62 -97*[100 µM].
`COC(=O)c1c(C#N)[nH]c(-c2ccsc2)c1C(=O)OC` gave UACC-62 24&61[100 µM].
Screening Cc1ccc(/C=N/Nc2ccccn2)s1 returned UACC-62 88&74[100 µM].
For O=C(O)c1n[nH]nc1Cl the results were UACC-62 103&44[100 µM].
`O=C(O)CCCOc1cc(-c2ccccc2F)nc2cc3c(cc12)OCO3` gave UACC-62 -55*![100 µM].
Screening O[C@H]1[C@H]2[C@H](O)C[C@H](CCOCc3ccccc3)CN2C[C@H]1O returned UACC-62 92&106[100 µM].
CCO/C=N\C1=C(C#N)SC2=N/C(=C\c3ccc(OC)cc3)C(=O)N21 was read as UACC-62 71&72[100 µM].
For CCOC(=O)c1nnsc1NN=C(C)C the results were UACC-62 90&97[100 µM].
CCOc1ccc(NC(=O)/C(=N\N)C(C(=O)OC)c2nc3ccc(Cl)cc3[nH]c2=O)cc1 (stereo not given) was read as UACC-62 57&80[100 µM].
For Cc1ccc(NC2=N/C(=C/c3ccccc3)C(Cl)=N2)cc1 the results were UACC-62 12&28[100 µM].
`COc1ccc(C2C3=C(N=C4SC(C(C)=O)=C(C)N42)c2ccccc2CC3)cc1` (stereo not given) gave UACC-62 12&50[100 µM].
Screening Cc1csc(-n2nc(C)cc2C)n1 returned UACC-62 103&91[100 µM].
Screening O=C(O)CN(CC(=O)O)Cc1cc2c(cc1O)Oc1cc(O)c(CN(CC(=O)O)CC(=O)O)cc1C21OC(=O)c2ccccc21 returned UACC-62 92&80[100 µM].
For Cc1ccc(F)cc1NC(=O)O/N=C(\Cl)C(C)C the results were UACC-62 61&83[100 µM].
Cc1nc2c(=O)[nH]c3ccccc3c2o1 was read as UACC-62 96&83[100 µM].
For Cc1ccc(/C=N/Nc2nncc3ccccc23)s1 the results were UACC-62 1.5*[100 µM].
`CC(=O)c1cccc(NC(=O)C(=O)c2c(O)c3ccccc3oc2=O)c1` gave UACC-62 95&90[100 µM].
Screening COc1cc([C@@H]2OC[C@@H]3C(c4cc(OC)c5c(c4)OCO5)OC[C@@H]32)cc(OC)c1OC (stereo not given in full) returned UACC-62 16&75[100 µM].

High-throughput results deposited in PubChem by NCI.
